TDP1 cell CPT – DT40-hTDP1 cell growth loss with CPT | chicken DT40 Tdp1-/-;hTDP1 cells + 20 nM CPT, ATP luminescence, 48 h | Potency, µM (series often up to 46.2 µM), for inactives: at the top dose activity change, negative = growth inhibition, usual class: inhibitors | AID 686979 | 12% of 420,000 active; also: nearly all actives have a fitted effect of over 55% in size
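Chicken DT40 Tdp1-/- cells stably complemented with human TDP1 were seeded at 400 cells/well in medium containing 20 nM camptothecin, exposed to pin-transferred compounds, and grown at 37 °C for at least 48 hr. Viability was read as ATP luminescence.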
FEN1 inh – inhibitors of human flap endonuclease 1; P39748; Recombinant FEN1 flap cleavage, fluorescence, 15 min; Potency, µM (highest dose often 114 µM), for the others: top-dose activity change, negative = inhibition, usual class: inhibitors; 0.35% of 390,000 active; AID 588795; also: nearly all actives have a fitted effect of over 65% in size
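Quantitative HTS format: each compound was titrated, incubated with 10 nM nuclease for 15 min at room temperature, then challenged with flap substrate at 50 nM final. Signal change over 15 min gave concentration–effect curves.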
GCN5L2 inh – blocks human GCN5L2 histone acetyltransferase. 0.21% of 390,000 active. GCN5L2 HAT assay, ThioGlo1 CoA-SH fluorescence. Potency, µM (top dose mostly 58.9 µM), for the others: at the top dose activity change, negative = inhibition, usual class: inhibitors. AID 504327
Target sequence (Q92830 whole entry, looked up): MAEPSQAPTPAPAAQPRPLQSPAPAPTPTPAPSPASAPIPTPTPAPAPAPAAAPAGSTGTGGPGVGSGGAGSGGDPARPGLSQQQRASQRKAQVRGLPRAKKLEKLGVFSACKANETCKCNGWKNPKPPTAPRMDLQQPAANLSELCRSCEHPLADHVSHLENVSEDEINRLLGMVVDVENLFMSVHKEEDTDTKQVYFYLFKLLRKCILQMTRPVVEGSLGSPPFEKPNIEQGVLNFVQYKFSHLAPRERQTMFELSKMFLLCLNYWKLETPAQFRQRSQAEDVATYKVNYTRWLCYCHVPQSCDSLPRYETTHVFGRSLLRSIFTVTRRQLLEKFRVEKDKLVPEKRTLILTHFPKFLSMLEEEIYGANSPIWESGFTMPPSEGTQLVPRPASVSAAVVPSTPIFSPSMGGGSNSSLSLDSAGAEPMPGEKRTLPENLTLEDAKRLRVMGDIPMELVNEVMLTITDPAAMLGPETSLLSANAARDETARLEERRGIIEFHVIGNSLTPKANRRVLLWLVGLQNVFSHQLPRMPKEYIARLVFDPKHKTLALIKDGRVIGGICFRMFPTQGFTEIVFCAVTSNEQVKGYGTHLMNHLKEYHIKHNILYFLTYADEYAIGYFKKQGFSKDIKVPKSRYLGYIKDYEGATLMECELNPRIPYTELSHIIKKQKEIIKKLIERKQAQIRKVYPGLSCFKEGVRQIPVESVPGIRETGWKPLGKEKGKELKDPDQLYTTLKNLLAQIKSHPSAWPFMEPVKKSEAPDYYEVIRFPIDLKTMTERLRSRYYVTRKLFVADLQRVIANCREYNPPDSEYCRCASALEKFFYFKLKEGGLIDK
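qHTS, 1536-well. 20nM enzyme, pH 7.5 HEPES/EDTA/Tween-20 buffer; 15 min compound preinc., RT. Start: 75uM H3(1-25), 70uM AcCoA, 50uM ThioGlo1. Read Ex340/Em540 at t=0 (autofluorescence flag) and t=20 min.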
Starred values were filed as active, the others as inactive; ? = inconclusive; · = no result given. Calls follow the shape of the dose curve; as a rule, active = well fitted curve in the direction sought with a large enough effect; inconclusive = small, poorly fitted or top-dose-only effect, or another doubt; inactive = no such curve, though single readings can be large; an effect the other way counts as inactive or inconclusive. % is scaled to controls: 0 for no effect and ±100 for the full control effect; potency is read from the fitted curve at half-maximal effect.

Start of the listing, in advance (six entries):
Molecule	TDP1 cell CPT	FEN1 inh	GCN5L2 inh
CC(=O)Nc1ccc(NCc2ccc(C)s2)cc1	18%	5%	-10%
COc1ccccc1NC(=O)N(Cc1ccco1)Cc1cc2ccc(C)c(C)c2[nH]c1=O	3.7µM*	-18%	-10%
CNC(=O)N(C1=NCCCCC1)c1ccc(Br)cc1	-29%	3%	-13%
COc1ccc(N2CCN(C(=O)COc3ccc4c(C)c(C)c(=O)oc4c3C)CC2)cc1	7%	-2%	-8%
Cc1cc(NC(=O)c2ccc(-c3ccc(Cl)cc3)o2)cc(-c2nc3ncccc3o2)c1O	1%	-4%	-5%
CC(O)CNc1nc2c(c(=O)n(Cc3cccc(Cl)c3)c(=O)n2C)n1C (stereo unspecified)	-19%	18%	-15%

The whole of this part, previewed entries included:
Molecule	TDP1 cell CPT	FEN1 inh	GCN5L2 inh
CC(=O)Nc1ccc(NCc2ccc(C)s2)cc1	18%	5%	-10%
COc1ccccc1NC(=O)N(Cc1ccco1)Cc1cc2ccc(C)c(C)c2[nH]c1=O	3.7µM*	-18%	-10%
CNC(=O)N(C1=NCCCCC1)c1ccc(Br)cc1	-29%	3%	-13%
COc1ccc(N2CCN(C(=O)COc3ccc4c(C)c(C)c(=O)oc4c3C)CC2)cc1	7%	-2%	-8%
Cc1cc(NC(=O)c2ccc(-c3ccc(Cl)cc3)o2)cc(-c2nc3ncccc3o2)c1O	1%	-4%	-5%
CC(O)CNc1nc2c(c(=O)n(Cc3cccc(Cl)c3)c(=O)n2C)n1C (stereo unspecified)	-19%	18%	-15%
CC1CC(C)CN(C(=O)COC(=O)CNS(=O)(=O)/C=C/c2ccccc2)C1 (stereo unspecified)	-2%	12%	-3%
COc1ccc(-c2nc3ccc(NS(C)(=O)=O)cc3o2)cc1	-10%	18%	-6%
Clc1ccccc1-c1ncnc2ccc(Br)cc12	?	3%	-3%
COC(=O)Cn1c(=N)n(CCN2CCCCC2)c2ccccc21	3%	-14%	-8%
Cn1cccc1C1CCCN1CC(=O)Nc1ccc(F)c(F)c1F (stereo unspecified)	?	-2%	-2%
Nc1nc(SCc2ccc(Cl)cc2Cl)ns1	-23%	-23%	-4%
O=C(Cc1csc(-c2ccccc2)n1)NCc1ccc(F)cc1	4%	14%	-7%
Cc1c(Cl)cccc1NC(=O)CCN1CCC(C(N)=O)CC1	-19%	-3%	-12%
N#Cc1ccccc1Sc1ccccc1C(=O)Nc1ccccc1	-13%	-10%	-3%

Part of the list above, with each value named.
Compound: CC(=O)Nc1ccc(NCc2ccc(C)s2)cc1
- TDP1 cell CPT: 18%
- FEN1 inh: 5%
- GCN5L2 inh: -10%

Compound: N#Cc1ccccc1Sc1ccccc1C(=O)Nc1ccccc1
- TDP1 cell CPT: -13%
- FEN1 inh: -10%
- GCN5L2 inh: -3%

(continued)
Molecule	TDP1 cell CPT	FEN1 inh	GCN5L2 inh
O=C(CCCC(=O)N1CCN(c2ccccc2F)CC1)N1CCN(c2ccccc2F)CC1	?	-8%	-9%
CCCc1n(CC)c2ccccc2[n+]1CC(O)COC1CCCCC1 (stereo unspecified)	5.2µM*	1%	-12%
O=C(CSc1ccc(-c2ccco2)nn1)NC1CCCC1	-1%	-6%	-7%
Cc1ccc(-n2nc(C)c3c(C)cc(=O)n(CC(=O)NCc4ccc(OC(C)C)cc4)c32)cc1	-15%	13%	-5%
CCOc1cccc(N(C(=O)CNC(=O)c2ccco2)C(C(=O)NCC2CCCO2)c2ccccc2)c1 (stereo unspecified)	0%	-1%	-2%
O=C(Nc1nc2ccccc2n1CCN1CCOCC1)c1cn(-c2ccccc2)nc1-c1ccccc1	18µM*	-18%	-10%
Cc1cc(NC(=O)CSc2nnc(-c3c[nH]c4ccccc34)n2-c2ccc(F)cc2)no1	-16%	14%	-4%
O=C(Cn1cncn1)NCCCc1ccccc1	3%	0%	-5%
Cc1ccc(NC(=O)C2CCN(S(=O)(=O)c3ccc4c(c3)oc(=O)n4C)CC2)cc1	-4%	23%	-6%
CN(c1ccccc1)c1ncnc2c1ncn2C	-23%	8%	·
CC(=O)CCC(=O)c1ccc2ccccc2c1	6%	-1%	0%
COc1ccc(N(C(=O)COc2ccc(Br)cc2)S(=O)(=O)c2ccc(C)cc2)cc1	?	-3%	-3%
O=c1cc(CO)oc(C(Nc2ccccn2)c2ccc(F)cc2)c1O (stereo unspecified)	-21%	-9%	-8%
Cc1onc(-c2ccccc2)c1C(=O)NC(=S)NNC(=O)c1ccco1	?	1%	-10%
CCSc1ncc(Cl)c(C(=O)Nc2c(C(=O)Nc3ccc(Cl)cc3)oc3ccccc23)n1	7%	22%	3%

Molecule	TDP1 cell CPT	FEN1 inh	GCN5L2 inh
CCCC(c1nnnn1CCc1ccccc1)N1CCN(C(=O)c2ccco2)CC1 (stereo unspecified)	-13%	-3%	4%
COc1ccc(C(=O)Nc2cccc3nc(C)ccc23)c(OC)c1	?	3%	-6%
O=C(Nc1ccc(S(=O)(=O)C(F)F)cc1)c1cccc(S(=O)(=O)N2CCOCC2)c1	?	-13%	-12%
COc1cc(C)ccc1Oc1nc(-c2ccccc2O)nc2ccccc12	-14%	-3%	3%
Fc1cccc(-c2csc(-c3ccno3)n2)c1	-11%	-7%	-10%
Nc1nnnn1/N=C/c1ccccn1	-2%	-13%	-5%
COc1ccc(-n2c(Cc3cccs3)nnc2SCC(=O)Nc2ccc3c(c2)OCCO3)cc1	5%	-5%	-9%
Cc1ccc(C)c(Cn2c(=O)n(Cc3ccccc3)c(=O)c3c2c2cc(C)ccc2n3C)c1	-9%	-1%	-1%
COc1ccccc1/C=C/CN1CCC(Oc2ccc(C(=O)N3CCCCC3)cc2)CC1	?	0%	1%
Cc1cc(C(=O)CN(Cc2ccc(F)cc2)S(=O)(=O)c2ccc3c(c2)OCCO3)c(C)n1C	?	-24%	-7%
COc1ccccc1Oc1ccc(N/C=C/C(=O)C(C)(C)C)cc1	3%	10%	-6%
COc1ccc(NC(=O)Nc2c(C)n(C)n(-c3ccccc3)c2=O)cc1OC	14%	-8%	-12%
NC(=O)c1ccc(NC(=O)COC(=O)c2cc(S(=O)(=O)N3CCOCC3)ccc2N2CCCCC2)cc1	?	-16%	-18%
CN(C(=O)C1CCCC1)C1CCS(=O)(=O)C1 (stereo unspecified)	-4%	0%	4%
COc1ccc(NC(=O)CN2CCN(CC(=O)Nc3ccccc3OC)CC2)c(OC)c1	-4%	-13%	2%

Molecule	TDP1 cell CPT	FEN1 inh	GCN5L2 inh
CCc1nnc(NC(=O)c2ccc(Cl)c(S(=O)(=O)N3CCc4ccccc43)c2)s1	-11%	-2%	-1%
COc1ccc2c(c1)CCc1cnc(N)nc1-2	?	2%	-1%
CCCc1cc(=O)oc2cc(C)cc(OCC(=O)NCCCN3CCOCC3)c12	-3%	-16%	-9%
Cc1cc(Cl)c2oc(C(=O)NCC(C)(C)N3CCOCC3)c(C)c2c1	23µM*	5%	-4%
O=C(NCc1cn2ccccc2n1)c1ccc2c(c1)OCO2	-2%	2%	0%
CCN(C(=O)C1=COCCO1)c1nc2c(C)cccc2s1	-1%	-14%	-1%
CCOCc1nnc(NC(=O)c2c(OC)cccc2OC)s1	2%	6%	-3%
CCc1nn(CC(=O)NCCC2=CCCCC2)c(=O)c2cc3cc(F)ccc3n12	-6%	18%	-1%
COC(=O)[C@H](CC(C)C)NC(=O)N1CCCCC1	-5%	5%	-7%
CSc1oc(-c2ccc(F)cc2)nc1S(=O)(=O)c1ccc(Br)cc1	?	-4%	-3%
CCOC(=O)C(C)Sc1nnc2cc(C)c3ccccc3n12 (stereo unspecified)	?	-2%	-3%
CCCCCn1c(C(Cc2ccccc2)NC(C)=O)nc2ccccc21 (stereo unspecified)	?	-20%	2%
COc1ccc(Cl)cc1C(=O)OCC(=O)NC(=O)c1cccn1C	-3%	4%	-9%
O=C(Cn1c(=O)n(-c2cccc(Cl)c2)c(=O)c2sc3ccccc3c21)N1CCCC1	?	4%	0%
N#CCC(=O)Nc1ccc(C(=O)OCC(=O)N2CCCC2=O)cc1	4%	-3%	-2%

Molecule	TDP1 cell CPT	FEN1 inh	GCN5L2 inh
O=C(CSc1nc2ccccc2s1)Nc1cc(S(=O)(=O)N2CCOCC2)ccc1Cl	?	-14%	0%
COc1ccccc1NC(=O)CC(c1cc(OC)c(OC)c(OC)c1)N1Cc2ccccc2C1=O (stereo unspecified)	-2%	-2%	3%
O=C(CNC(=O)c1ccc2ccccc2c1)Nc1ncccc1O	-14%	-20%	-9%
O=[N+]([O-])c1ccc(N2CCN(S(=O)(=O)c3ccccc3)CC2)cc1N1CCc2ccccc2C1	8%	-5%	2%
CCN(CC(=O)Nc1c(F)cccc1F)C(=O)CCc1ccc(OC)cc1	1%	6%	-2%
CC(C)c1ccccc1NC(=S)NCc1ccncc1	-3%	-7%	-8%
O=C(NCC(F)(F)F)c1nn(Cc2ccccc2)c(=O)c2ccccc12	-16%	1%	-6%
COc1ccc(S(=O)(=O)N(C)CC(=O)NCc2ccco2)cc1Cl	-3%	-7%	-30%
O=C(c1csnn1)N1CCC[C@@]2(CCN(C(c3ccccc3)c3ccccc3)C2)C1	?	·	-3%
O=C(c1ccco1)N1CCN(S(=O)(=O)c2cc(Cl)ccc2Cl)CC1	0%	-1%	?
CC(=O)Nc1nnc(SCC(=O)NC2CCCC2)s1	1%	2%	-1%
Cc1ccc(-c2nc(CSCC(=O)N3CCOCC3)c(C)o2)cc1	-3%	-1%	-15%
CSCC[C@H](NC(=O)NCCc1ccc(F)cc1)C(=O)O	-8%	-6%	-1%
CC(C)CCNC(=O)C1CC(=O)N(CCc2ccccc2)C1 (stereo unspecified)	-7%	34%	2%
O=C(Oc1cc(Cl)cc(Cl)c1)c1cnc2n(c1=O)CCS2	-11%	-16%	-1%

Quoted at random: three records from the list, in no set order.
Molecule	TDP1 cell CPT	FEN1 inh	GCN5L2 inh
Cc1ccc(NC(=O)C2CCN(S(=O)(=O)c3ccc4c(c3)oc(=O)n4C)CC2)cc1	-4%	23%	-6%
O=C(CSc1ccc(-c2ccco2)nn1)NC1CCCC1	-1%	-6%	-7%
COc1ccc(-n2c(Cc3cccs3)nnc2SCC(=O)Nc2ccc3c(c2)OCCO3)cc1	5%	-5%	-9%

Further results follow.
Molecule	TDP1 cell CPT	FEN1 inh	GCN5L2 inh
COc1ccccc1CNS(=O)(=O)c1ccc(N2CCCC2)cc1Br	16µM*	0%	-7%
Cc1sc(NC(=O)CN2C(=O)NC3(CCCC3)C2=O)nc1-c1ccc(F)cc1	?	0%	0%
O=C(c1cnc2n(c1=O)CCS2)N1CCN(C(c2ccccc2)c2ccc(Cl)cc2)CC1 (stereo unspecified)	12µM*	-15%	-7%
CN1CCC(N(CCc2ccccc2)C(=O)CCC(=O)O)CC1	3%	-3%	-4%
CC(C)NC(=O)Nc1ccc2c(c1)C(=O)N([C@H](C)CO)C[C@H](C)[C@@H](CN(C)C(=O)NC(C)C)O2	-1%	-16%	·
Cc1ccc(C(=O)NCCCc2ccccc2)c(Cl)c1	14%	-10%	-3%
CCCCCC(=O)N(Cc1ccccc1)c1c(N)n(CCOC)c(=O)[nH]c1=O	-4%	1%	·
Cc1ccc(S(=O)(=O)NCCC(=O)Nc2cc(S(=O)(=O)N(C)C)ccc2C)cc1C	-17%	-2%	-3%
C#CCNC(=O)C1=C[C@@H](c2ccc(C#C)cc2)C[C@@H](OCc2ccc(CO)cc2)O1	?	-12%	·
Nc1nc2ncc(-c3ccsc3)c(N)n2n1	-15%	-9%	-4%
CCOC(=O)c1ccn(-c2nc(-c3ccco3)cc(C(F)(F)F)n2)n1	?	6%	-11%
Cc1cc(C)c(-c2c(O)c3cccnc3n(C)c2=O)c(C)c1	0%	-5%	·
CCOc1ccc(CCNC(=O)c2c(C)oc3ncn(C)c(=O)c23)cc1	-20%	17%	-3%
Cc1onc(-c2ccccc2)c1C(=O)NCCN1CCOCC1	-2%	-9%	·
C=CCOC(=O)c1ccc(N2CCN(c3ccccc3)CC2)nc1	8%	-19%	-8%
O=S(=O)(c1c(F)cccc1F)N(CCc1ccc(F)cc1)C[C@@H](O)COCc1ccccc1	?	-2%	·
CCc1cc(C(=O)NNC(=S)Nc2cc(C)ccc2C)cs1	-3%	-4%	-2%
CCOC(=O)C1=C(C)NC(SC(C)=O)=NC1c1ccc(OC(C)=O)c(OC)c1 (stereo unspecified)	?	-4%	·

These rows are one share of the data. The share of hits here may be higher or lower than overall.
